# Screening results: PubChem BioAssay, National Center for Advancing Translational Sciences (NCATS)
# KDM5B inh: inhibitors of human KDM5B histone demethylase; Q9UGL1; KDM5B demethylase, FDH-coupled NADH fluorescence (FDH is formaldehyde dehydrogenase); Potency, µM (titrated, usually from 57.7 µM), without a hit: top-dose activity change, negative = inhibition, most hits filed as inhibitors; actives 2.6% (n = 220,000); AID 1347165; active = well fitted inhibition curve with a large enough effect; inconclusive = small, poorly fitted or top-dose-only effect; inactive = no such curve, though single readings can be large or run the other way; note: 0% is about no effect; nearly all actives have a fitted effect of over 70% in size
# Target sequence (Q9UGL1 whole entry, looked up): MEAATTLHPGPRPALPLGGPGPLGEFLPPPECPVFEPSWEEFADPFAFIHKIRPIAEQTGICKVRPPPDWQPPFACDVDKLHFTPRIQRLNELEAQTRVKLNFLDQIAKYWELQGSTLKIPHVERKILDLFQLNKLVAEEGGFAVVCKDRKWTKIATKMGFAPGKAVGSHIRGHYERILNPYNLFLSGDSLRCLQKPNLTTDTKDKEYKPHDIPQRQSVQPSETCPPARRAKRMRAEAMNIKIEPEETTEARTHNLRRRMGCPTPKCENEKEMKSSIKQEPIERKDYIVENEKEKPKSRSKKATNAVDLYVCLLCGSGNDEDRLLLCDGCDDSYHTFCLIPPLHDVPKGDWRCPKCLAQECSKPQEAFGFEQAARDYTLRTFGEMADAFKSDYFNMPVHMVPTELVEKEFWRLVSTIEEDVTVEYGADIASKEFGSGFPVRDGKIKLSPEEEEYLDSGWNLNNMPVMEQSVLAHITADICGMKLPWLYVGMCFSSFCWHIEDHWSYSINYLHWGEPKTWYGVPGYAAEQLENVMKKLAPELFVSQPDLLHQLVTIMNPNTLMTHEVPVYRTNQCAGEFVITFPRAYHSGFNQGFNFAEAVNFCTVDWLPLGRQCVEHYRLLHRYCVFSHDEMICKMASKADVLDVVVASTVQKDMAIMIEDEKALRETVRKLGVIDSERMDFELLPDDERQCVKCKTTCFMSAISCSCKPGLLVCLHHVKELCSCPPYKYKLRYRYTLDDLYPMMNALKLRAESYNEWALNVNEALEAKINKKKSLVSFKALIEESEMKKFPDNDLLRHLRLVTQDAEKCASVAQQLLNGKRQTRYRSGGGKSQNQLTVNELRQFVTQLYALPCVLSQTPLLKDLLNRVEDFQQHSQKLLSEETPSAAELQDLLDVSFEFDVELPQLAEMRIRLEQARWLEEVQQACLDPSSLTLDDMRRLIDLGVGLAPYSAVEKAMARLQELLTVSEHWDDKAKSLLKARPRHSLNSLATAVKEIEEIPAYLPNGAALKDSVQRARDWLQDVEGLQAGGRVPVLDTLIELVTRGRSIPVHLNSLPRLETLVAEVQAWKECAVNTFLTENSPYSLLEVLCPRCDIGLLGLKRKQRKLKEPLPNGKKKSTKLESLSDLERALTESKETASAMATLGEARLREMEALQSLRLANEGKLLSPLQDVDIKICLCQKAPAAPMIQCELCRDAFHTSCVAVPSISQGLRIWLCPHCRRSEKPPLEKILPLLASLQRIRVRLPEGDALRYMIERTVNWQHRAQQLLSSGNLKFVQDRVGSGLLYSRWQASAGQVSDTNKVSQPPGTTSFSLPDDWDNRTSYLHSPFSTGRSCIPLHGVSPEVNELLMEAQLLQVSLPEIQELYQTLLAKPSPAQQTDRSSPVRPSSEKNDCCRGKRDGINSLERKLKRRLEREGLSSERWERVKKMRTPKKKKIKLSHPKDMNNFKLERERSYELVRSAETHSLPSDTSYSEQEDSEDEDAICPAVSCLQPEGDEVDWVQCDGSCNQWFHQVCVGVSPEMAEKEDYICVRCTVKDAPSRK
#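 Coupled FDH/NAD⁺ fluorescence readout. KDM5BΔAP 200 nM final; compound titration, 10 min RT preincubation; substrate mix 12.5 µM H3K4me3, 25 µM 2-OG, 50 µM Fe(II), 100 µM ascorbate, 0.25 mM NAD⁺, 0.25 U/mL FDH; ΔRFU over 30 min.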
# * marks the source's active call; other numbers are inactive results; i = inactive; ? = inconclusive; [ ] = another dose, or the depositor's remark. Potency is the fitted concentration of half-maximal effect. This is a subset; rates above refer to the full screens.
compound	KDM5B inh
CCCSc1ccccc1C(=O)NC(C)(C)C	-19%
COc1ccc(-c2nc3ccccc3s2)cc1NC(=O)c1cccc([N+](=O)[O-])c1C	-13%
O=C(N[C@H]1CCN2C(=O)c3cc(-c4ccccc4F)ccc3NC(=O)[C@@H]2C1)c1ccc(F)c(Cl)c1	?
O=C(NNc1ncnc2c1cnn2-c1ccccc1)c1cccc(Cl)c1	-16%
COc1cccc(CN2C(=O)c3ccccc3Sc3ccc(C(=O)N(C)Cc4ccccc4)cc32)c1	-6%
O=C(Nc1csc(Cl)c1)c1ccccc1	8%
CCS(=O)(=O)N1CCc2cc(C(=O)c3cc4cc(Cl)ccc4o3)ccc21	-8%
CC1=C(C(=O)OC(C)C)C(c2ccc(C)cc2)N2C(CC(=O)N(C)Cc3ccco3)=CSC2=N1 (stereo unspecified)	?
O=C(O)c1ccccc1-c1ncc(-c2ccc(F)cc2)o1	?
Cn1c(=O)n(Cc2ccccc2)c(=O)c2c1nc(Cl)n2Cc1ccccc1	14%
C1=C(c2ccccc2)Nc2nc3ccccc3n2C1c1ccccc1 (stereo unspecified)	?
CCc1c(C)sc(NC(=O)CCCCl)c1C#N	4%
COc1ccc2cc(-c3cn4c(n3)sc3cc(F)ccc34)c(=O)oc2c1	?
O=C(NCCc1ccc(F)cc1)c1cc(C2CC2)nc2ccccc12	-7%
Cc1cc(Cn2cc3c4c(cccc42)[C@H](CC(C)C)N[C@H](C(=O)NCCN2CCCC2)C3)no1	?
Cc1ccc(-c2ccc(C=C(C#N)C#N)o2)cc1C(=O)O	-2%
CCOc1ccccc1NC(=S)NC(=O)C1CC1	-10%
Cc1ccc(-c2csc(-c3c(N)c(C(=O)c4ccc5c(c4)OCO5)n4ccccc34)n2)cc1C	-18%
Cc1nc(C)c(C(=O)NCC(=O)N2CCCCCCNC(=O)CC2c2ccccc2)s1 (stereo unspecified)	13%
COc1ccc(-c2cc(C(F)(F)F)n3nc(C(=O)Nc4ccc(Cl)cc4C(F)(F)F)cc3n2)cc1OC	-9%
CC(Sc1nc2cc(C(F)(F)F)ccc2n1Cc1ccccc1)C(=O)c1ccc(F)cc1 (stereo unspecified)	24%
CCc1ccccc1NC(=O)c1nn(-c2ccccc2)c(=O)c2ccccc12	16%
CCOC(=O)CC1COCCN1C(=O)c1cn(CCCc2ccccc2)nn1 (stereo unspecified)	?
O=C(Cc1ccccc1)NCCC1CCN(C(=O)Nc2ccccc2)CC1	0%
NC[C@H]1O[C@@H](CO)[C@@H](O)[C@H]1N1CCN(c2ccccn2)CC1	?
OC1CC(c2cc(N3CCC(Cc4noc(C5CC5)n4)CC3)ncn2)C1 (stereo unspecified)	-4%
Cn1c(C(=O)N2CCOCC2)cc2c(=O)n3ccccc3nc21	?
c1ccc(Nc2ncc(-c3ccccc3)c3c2OCC3)cc1	i
COc1cc(NC(=O)CCS(=O)(=O)c2ccc(Br)cc2)cc(OC)c1	3%
CCCCc1nn(CC(=O)N2CCC(COC)C2)c(=O)n1Cc1ccccc1 (stereo unspecified)	21%

# 6 entries picked at random from those above, as already listed:
compound	KDM5B inh
Cc1nc(C)c(C(=O)NCC(=O)N2CCCCCCNC(=O)CC2c2ccccc2)s1 (stereo unspecified)	13%
CCc1c(C)sc(NC(=O)CCCCl)c1C#N	4%
CCCCc1nn(CC(=O)N2CCC(COC)C2)c(=O)n1Cc1ccccc1 (stereo unspecified)	21%
OC1CC(c2cc(N3CCC(Cc4noc(C5CC5)n4)CC3)ncn2)C1 (stereo unspecified)	-4%
O=C(N[C@H]1CCN2C(=O)c3cc(-c4ccccc4F)ccc3NC(=O)[C@@H]2C1)c1ccc(F)c(Cl)c1	?
Cc1cc(Cn2cc3c4c(cccc42)[C@H](CC(C)C)N[C@H](C(=O)NCCN2CCCC2)C3)no1	?

# Further compounds follow:
compound	KDM5B inh
CC(C)N(Cc1nc(-c2ccc(Cl)cc2)no1)C(=O)c1ccco1	-23%
COc1ccc(-c2nc(CSc3nnc(C)n4c3cc3occc34)c(C)o2)cc1OC	?
Brc1cc2c(cc1Cn1nnc(-c3ccccc3)n1)OCO2	9%
Fc1ccc(OCc2ncc(-c3ccccc3)o2)c(Br)c1	1%
Cc1csc(NC(=O)CCc2ccc(S(N)(=O)=O)cc2)n1	-5%
Cc1ccc(C)c(N2CCN(c3nc4ccc(C)cc4nc3-n3nc(C)cc3C)CC2)c1	-8%
CC1(C)CC(NC(=O)Cn2nc3c(cc2=O)CCCC3)CCO1 (stereo unspecified)	14%
O=C(NCCS(=O)(=O)N1CCN(c2ccc(F)cc2)CC1)c1cccc(C(F)(F)F)c1	1%
Cc1cc(C(=O)N2CCN(S(=O)(=O)c3ccc(C)c(C)c3)CC2)no1	9%
Cn1cc(CCCC(=O)Nc2ccc3c(c2)C(=O)N2CCC[C@H]2C(=O)N3)c2ccccc21	-19%
CC1CCN(C(=O)CSc2nnc(CNC(=O)c3ccccc3F)n2C)CC1	16%
C=CCn1c(SCC(=O)NCC2CCCO2)nc2scc(-c3ccccc3)c2c1=O (stereo unspecified)	-15%
O=C(CCC1CCCCC1)Nc1ccc2ccccc2c1	0%
CCN(Cc1ccc(Cl)s1)C(=O)c1[nH]c2c(c1C)C(=O)CC(C)(C)C2	2%
O=C(NCc1ccc(Cl)cc1)c1cc2n(n1)CC(c1ccc3c(c1)OCO3)OC2 (stereo unspecified)	28µM*
Cc1cccc(O[C@H]2COCCN(C(=O)c3ccc(C(F)(F)F)cc3)C2)n1	9%[86.2 µM]
O=C(O)c1ccc2c(c1)CC(=O)N2Cc1cccc(F)c1	2%
CCC(CC)CN1CCOCCNC(=O)CC1	11%
CNC(=O)[C@@H]1C[C@H](n2cc(CN(C)C(=O)c3cccc(F)c3F)nn2)CN1	20%
COc1ccc(-n2c(SCC(=O)Nc3nnc(C)s3)nc3c([nH]c4ccccc43)c2=O)cc1	-62%
O=C(NCCCCNC(=O)c1ccccc1Br)c1ccccc1Br	25%
COc1ccc2cc(C3CN(C(=O)c4cccn4C)CCO3)ccc2c1 (stereo unspecified)	-27%
O=C(NC[C@H]1O[C@H](Cc2cc(COc3ccccc3)on2)CC[C@@H]1O)Nc1ccccc1	-15%
Cc1cc(=O)[nH]c(-c2ccccc2OC(F)(F)F)n1	8%
O=C(Cc1ccccc1Cl)N1CCN(C(=O)c2nnn3c2COC(c2ccc(F)cc2)C3)CC1 (stereo unspecified)	12%
CCc1cccc(C)c1NC(=O)CN1C(=O)C(c2ccccc2)=NC12CCCC2	-7%
O=C(CCn1ccn2nc3c(c2c1=O)CCCC3)NCc1cccs1	-13%
CC(C)c1noc(-c2cn(C3CCN(C(=O)c4ccoc4)C3)nn2)n1 (stereo unspecified)	23%
Cc1ccc(-n2cccn2)c(CN2CCC(CNS(C)(=O)=O)C2)c1 (stereo unspecified)	18%
CCOCCCNC(=O)C(NC(=O)CNC(=O)c1ccccc1)c1ccc(OC)cc1 (stereo unspecified)	2%

# Given as labelled records: entries from further up
COc1ccc(-n2c(SCC(=O)Nc3nnc(C)s3)nc3c([nH]c4ccccc43)c2=O)cc1
  KDM5B inh = -62%
O=C(Cc1ccccc1)NCCC1CCN(C(=O)Nc2ccccc2)CC1
  KDM5B inh = 0%

# Further compounds
Molecule,KDM5B inh
CN(CC1CCOCC1)S(=O)(=O)c1ccc(F)c(Cl)c1,13%
COc1ccc(CNC(=O)N2CCC(Cc3nc(-c4ccncc4)n[nH]3)C2)cc1 (stereo unspecified),20%
CC(C)(C)c1nc2c3cnn(-c4ccc(Cl)cc4)c3ncn2n1,-21%
CCOc1ccccc1C(=O)Nc1ccc2nc(N(CC)CC)cc(C)c2c1,-15%
COCc1nnc(NC(=O)Cn2ccc3ccc(Cl)cc32)s1,10%
CC(NCc1cccc(S(=O)(=O)N(C)C)c1)c1cccs1 (stereo unspecified),15%
O=C1NCCCCCN(C(=O)c2cnccn2)[C@H]2CCCC[C@@H]12,7%
O=C(Nc1ccc(C2(C(=O)O)CCC2)cc1)C1CC1,-12%
N#Cc1cccnc1N1CCN(C(=O)c2cccs2)CC1,?
COc1ccc(CCC(=O)N2CCCC3(CC2)CN(C)C(=O)O3)cc1OC (stereo unspecified),19%
COc1ccccc1Oc1ccc2c(c1)C(=O)N(CC1CCCO1)C2=O (stereo unspecified),13%
O[C@@H]1CO[C@H]2[C@@H]1OC[C@@H]2n1nnnc1SC1CCCC1,-21%[86.2 µM]
Cc1cccc(-c2nc3nc(C)cc(NC(C)c4ccccc4)n3n2)c1 (stereo unspecified),-5%
CC(C)(Oc1nn(Cc2cccc(Cl)c2)c2ccccc12)C(=O)N1CCN(CCO)CC1,-17%
O=C(O)C1CCN(S(=O)(=O)c2ccc(Cl)c(Cl)c2)CC1,12%
O=[N+]([O-])c1cc(-c2nc(-c3ccccc3)no2)ccc1NCC1CCCO1 (stereo unspecified),5%
CS(=O)(=O)Nc1ccc(-c2csc(NC3CC3)n2)cc1,1%
COc1ccc(/C=C/C(=O)Oc2cccc(C)c2)cc1,-12%
CCCCOC(=O)c1ccc(NC(=O)c2ccc3c(c2)CCN3S(=O)(=O)c2ccccc2)cc1,?
O=C(Nc1cccc2ccccc12)N[C@H]1CO[C@H]2[C@@H]1OC[C@@H]2n1nnnc1Oc1ccc2c(c1)OCO2,?
Cc1c(C(=O)NC(c2ccc(Cl)cc2)c2nccn2C)oc2ccccc12 (stereo unspecified),-18%
CCN(Cc1noc(C2CCC2)n1)C(=O)CN1C[C@@H]2CC[C@H](CC1=O)N2,-18%
CCOC(=O)c1[nH]c(C)c(CCC(=O)N2CCN(c3ccc(Cl)cc3)CC2)c1C,-20%
COc1ccc(N2CCN(S(=O)(=O)c3ccc(C4CCCCC4)cc3)CC2)cc1,-3%
Brc1cccc(Oc2nc(-c3ccncc3)nc3ccccc23)c1,2%
CC(C)(CC(=O)O)CC(=O)N[C@H]1C[C@H]2C(=O)Nc3ccc(/C=C/c4ccccc4)cc3C(=O)N2C1,28µM*
Cc1cccc(OCC(O)Cn2cnc3c2c(=O)n(C)c(=O)n3C)c1 (stereo unspecified),10%
O=C(Cn1cnc2c(nc3n2CCCCC3)c1=O)Nc1ccc(F)c(Cl)c1,?
Cc1c(Cl)cccc1NC(=O)COCc1cc(-c2ccc3c(c2)OCO3)on1,?
CN(C)c1ccc(CN2CCC3(CC2)NC(=O)c2ccccc2O3)cc1,6%[86.2 µM]
CN(C)Cc1ccc(-c2cc3c(ccn3Cc3ccncc3)c(N3CCOCC3)n2)cc1,40µM*
CCNc1nc(-c2[nH]c(C)c(C(=O)OC)c2C)cs1,-27%
COc1ccc2c(c1)c(=O)c(S(=O)(=O)c1ccc(Cl)cc1)cn2Cc1cc(C)ccc1C,?
CCN(Cc1ccc(OC)c(OC)c1)C(=O)c1cc2ccccc2oc1=O,-21%
O=C(NC1CCCCCC1)c1ccc(Cn2cnc3ccccc3c2=O)cc1,14%
COc1cc(C(=O)Nc2ccc3oc(-c4ccccc4)nc3c2)cc(OC)c1OC,i

# Part of the list above in order of formula weight, low to high.
Molecule,KDM5B inh
CCNc1nc(-c2[nH]c(C)c(C(=O)OC)c2C)cs1,-27%
Brc1cccc(Oc2nc(-c3ccncc3)nc3ccccc23)c1,2%
Cc1c(Cl)cccc1NC(=O)COCc1cc(-c2ccc3c(c2)OCO3)on1,?
CN(C)Cc1ccc(-c2cc3c(ccn3Cc3ccncc3)c(N3CCOCC3)n2)cc1,40µM*
CC(C)(CC(=O)O)CC(=O)N[C@H]1C[C@H]2C(=O)Nc3ccc(/C=C/c4ccccc4)cc3C(=O)N2C1,28µM*

# Following part
Molecule,KDM5B inh
O=C1CCSc2ccc(S(=O)(=O)Nc3ccc(Cl)c(C(F)(F)F)c3)cc2N1,-15%
O=C(NC[C@H]1O[C@@H](CC(=O)N2CCc3ccccc32)[C@H](O)[C@@H]1O)C1CC1,?
O=c1c2ccccc2n(Cc2c(F)cccc2Cl)c(=O)n1Cc1ccccc1,?
CC(=O)N1CC2(CCCN2Cc2ccc(Cl)cc2)Cc2ccccc21 (stereo unspecified),-22%[115 µM]
COc1ccc(CCNC(=O)CSCc2cnn(-c3ccccc3)c2-n2cccc2)cc1OC,13%
COc1cc(NC(=O)CSc2nc3nc(C)c(Cc4ccccc4)c(C)n3n2)cc(OC)c1,?
CN(C)C(=O)C1CN(C(=O)CC2CCCCC2)CC12CCOCC2 (stereo unspecified),9%
Cc1c(-c2ccccc2F)[nH]c2ccc(CNC(=O)CCc3cc(=O)[nH]o3)cc12,?
S=C(NCCc1ccccc1)N/N=C/c1ccc(Cl)cc1,14%
Cc1cccc(OCC(=O)Nc2cccc(C(=O)OCc3cc(=O)n4nc(C(C)C)sc4n3)c2)c1,-6%
CCc1ccccc1NC(=O)Nc1cc(C(=O)NCc2ccc(OC)cc2)ccc1N1CCCC1,?
CCc1nc(C#N)c(NCC(c2ccccc2)N2CCOCC2)o1 (stereo unspecified),7%
COCCN(CCOC)C(=O)C1CCc2ncc(-c3ccc(F)cc3)n2C1 (stereo unspecified),-17%
CCOC(=O)N(C)Cc1cn([C@@H]2CN[C@H](C(=O)N(CC)CC)C2)nn1,-23%
C/C(=N\n1c(C)nc2ccccc2c1=O)c1ccc(C)o1,18%
O=C(Nc1ccc(Cl)c(Cl)c1)c1ccc2ccccc2n1,-6%
Cn1nc(C(C)(C)C)cc1NC(=O)c1ccc(Cl)c(Cl)c1,-12%
Cc1ccc(Sc2c(C)nn(C(=O)c3ccc(Cl)cc3)c2C)cc1,?
CCN(CC)c1ccc(NC(=O)c2c(C)nn(-c3ccc(F)cc3)c2-n2cccc2)c(C)c1,?
COc1ccccc1OCCNc1nc(-c2cccnc2)nc2ccccc12,?
CCOC(=O)N1CCc2c(sc3c2C(=O)NC(c2cccc4ccccc24)N3)C1 (stereo unspecified),?
